Bioassay records from PubChem BioAssay.
CCT chaperon mod: changes cytosolic chaperonin activity | purified chaperonin ATPase assay, HTRF ADP detection, 30 min | activity change, % (concentration not given with the values), hits read low | 360,000 tested, 0.3% active | AID 651819; in the data active = activity change below about -30%; also: % is scaled to controls: 0 for no effect and ±100 for the full control effect
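TRiC (40 or 20 nM final, by batch activity) in 30 mM Tris pH 7.4, 100 mM KCl, 5 mM MgCl2, 1 mM DTT was treated with compound at 76 uM single dose, then 10 uM ATP, 30 min at 37 °C. ADP was read by HTRF Transcreener.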
EPAC2 agonist: activates human EPAC2 exchange factor | 360,000 tested, 0.079% active | Potency, µM (titrated, usually from 154 µM), for the others: at the highest dose activation, most hits filed as activators | EPAC2 activation, biochemical qHTS; response scale: 100% = 6.5 mM cAMP response | AID 720711; also: potency is read from the fitted curve at half-maximal effect; nearly all actives have a fitted effect of over 50% in size
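Compounds were titrated in qHTS against a Rap1B-BODIPY-GDP (250 nM) complex with EPAC2 (100 nM) and GDP (50 uM). BODIPY-GDP release tracked at 480/540 nm over 30 min at room temperature, normalized to 6.5 mM cAMP.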
EPAC1 ag: activates human EPAC1 exchange factor | 360,000 tested, 0.073% active | AID 720707 | O95398 | EPAC1 agonist qHTS, biochemical assay; response scale: 100% = response to 6.5 mM cAMP | Potency, µM (series often up to 154 µM), for inactives: at the top dose activation, usual class: activators; also: potency is read from the fitted curve at half-maximal effect; nearly all actives have a fitted effect of over 60% in size
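Nucleotide exchange by EPAC1 (100 nM) on Rap1B–BODIPY-GDP (250 nM) in the presence of 50 uM GDP is tracked fluorescently at 480/540 nm over 30 min. Signals are normalized to a 6.5 mM cAMP control.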
EPAC1 antag: EPAC1 (human) antagonism; O95398; EPAC1 GEF assay, Rap1b-BODIPY-GDP exchange fluorescence; Potency, µM (highest dose often 115 µM), inactives show at the top dose activity change, negative = inhibition, hits mostly inhibitors; 360,000 tested, 0.14% active; AID 720709;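 also: potency is read from the fitted curve at half-maximal effect; plate controls were vehicle for no effect and positive control for full effect; nearly all actives have a fitted effect of over 50% in size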
WRN inhibitor: WRN helicase (human) inhibition; Q14191; WRN helicase unwinding, fluorescent forked duplex, kinetic; Potency, µM (titrated, usually from 114 µM), inactives show at the top dose activity change, negative = inhibition, most hits filed as inhibitors; 360,000 tested, 0.46% active; also: potency is read from the fitted curve at half-maximal effect; % is scaled to controls: 0 for no effect and ±100 for the full control effect; nearly all actives have a fitted effect of over 55% in size
Target sequence (Q14191 whole entry, looked up): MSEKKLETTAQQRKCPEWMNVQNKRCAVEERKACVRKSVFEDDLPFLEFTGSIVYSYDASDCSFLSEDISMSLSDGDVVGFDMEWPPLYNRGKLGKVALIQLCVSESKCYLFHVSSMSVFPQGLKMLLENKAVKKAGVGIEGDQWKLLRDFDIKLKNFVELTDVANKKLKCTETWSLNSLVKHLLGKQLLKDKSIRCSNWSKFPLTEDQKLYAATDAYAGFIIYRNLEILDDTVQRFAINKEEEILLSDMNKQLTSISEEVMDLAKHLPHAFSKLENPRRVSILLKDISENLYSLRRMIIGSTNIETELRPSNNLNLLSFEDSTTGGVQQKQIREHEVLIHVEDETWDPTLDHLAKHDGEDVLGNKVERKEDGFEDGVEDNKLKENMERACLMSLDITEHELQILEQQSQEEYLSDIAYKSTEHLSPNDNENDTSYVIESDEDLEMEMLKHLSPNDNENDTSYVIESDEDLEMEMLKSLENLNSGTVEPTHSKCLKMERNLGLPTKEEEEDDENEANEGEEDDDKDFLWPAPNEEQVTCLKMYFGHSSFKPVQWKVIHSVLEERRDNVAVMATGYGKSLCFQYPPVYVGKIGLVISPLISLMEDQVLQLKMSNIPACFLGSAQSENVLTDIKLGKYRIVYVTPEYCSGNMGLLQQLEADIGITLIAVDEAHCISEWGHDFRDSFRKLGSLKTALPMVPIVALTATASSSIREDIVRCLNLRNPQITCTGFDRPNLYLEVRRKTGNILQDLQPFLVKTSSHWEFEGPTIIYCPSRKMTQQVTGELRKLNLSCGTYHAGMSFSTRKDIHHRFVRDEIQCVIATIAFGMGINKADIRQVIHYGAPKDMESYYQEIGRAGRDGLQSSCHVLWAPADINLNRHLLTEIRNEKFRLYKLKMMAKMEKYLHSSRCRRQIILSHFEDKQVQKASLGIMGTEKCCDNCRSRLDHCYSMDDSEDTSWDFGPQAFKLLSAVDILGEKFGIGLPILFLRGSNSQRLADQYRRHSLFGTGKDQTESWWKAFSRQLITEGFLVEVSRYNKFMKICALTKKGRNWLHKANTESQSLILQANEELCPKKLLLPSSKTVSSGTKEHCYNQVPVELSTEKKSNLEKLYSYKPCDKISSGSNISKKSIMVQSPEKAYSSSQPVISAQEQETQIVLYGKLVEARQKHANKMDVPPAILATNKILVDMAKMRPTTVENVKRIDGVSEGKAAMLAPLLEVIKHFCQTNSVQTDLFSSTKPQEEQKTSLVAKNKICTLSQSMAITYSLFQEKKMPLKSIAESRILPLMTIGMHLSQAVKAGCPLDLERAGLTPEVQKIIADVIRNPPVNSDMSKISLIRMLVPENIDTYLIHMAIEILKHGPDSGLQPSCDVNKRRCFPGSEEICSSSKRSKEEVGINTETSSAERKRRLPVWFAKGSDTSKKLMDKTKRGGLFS
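WRN at 20 nM final was preincubated with compound for 15 min at room temperature; reaction started with 100 nM forked duplex oligonucleotide carrying fluorophore and quencher plus 2 mM ATP (final). Unwinding followed kinetically by red fluorescence (ex 525/em 598 nm).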
PLK1 PBD inh: blocks phosphopeptide binding to human PLK1 polo-box domain; AID 720504; 360,000 tested, 2.8% active; Plk1 PBD binding of FITC phosphopeptide, fluorescence polarization; Potency, µM, for the others: max response, negative = inhibition, most hits filed as inhibitors; also: potency is read from the fitted curve at half-maximal effect; series mostly up to about 57 µM; % is scaled to controls: 0 for no effect and ±100 for the full control effect; nearly all actives have a fitted effect of over 65% in size
IL2 activator: IL-2 activation; activation, % (series mostly up to about 46 µM); IL-2 activation reporter assay, cell-based qHTS; stimulated with anti-CD3/CD4/CD28 beads; in transgenic mouse T cells; AID 652025; 360,000 tested, 0.065% active; in the data active = activation above about 50%; inconclusive = mostly about 30% to 49%; also: 0% is about no effect
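Unstimulated transgenic mouse T cells; 60-min compound exposure; bead-based TCR/CD4/CD28 stimulation; 18 h culture, 37 degrees C; dual fluorescence (EGFP, DsRed) plate cytometry.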
PI5P4Ka inh: blocks human PI5P4K alpha kinase activity. P48426. PI5P4Kalpha enzyme, ADP-Glo luminescence, 60 min; hits give low values. max response, %. 330,000 tested, 1.2% active. AID 652105; active = max response of -50% or lower; inconclusive = between -30% and -50%; inactive = -30% or higher; also: value at the top dose of about 77 µM; % is scaled to controls: 0 for no effect and ±100 for the full control effect
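ADP-Glo luminescence end-point after a 60 min room-temperature kinase reaction. PI5P4Kalpha and substrate in HEPES pH 7.4 buffer with EGTA, 0.1% CHAPS and 5% DMSO; ATP at 5 microM final.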
Active calls of the source: *; ? = inconclusive; . = no result given; [ ] = remark or other dose. Unless noted, calls follow the shape of the dose curve; as a rule, active = well fitted curve in the direction sought with a large enough effect; inconclusive = small, poorly fitted or top-dose-only effect, or another doubt; inactive = no such curve, though single readings can be large; an effect the other way counts as inactive or inconclusive.

SMILES	CCT chaperon mod	EPAC2 agonist	EPAC1 ag	EPAC1 antag	WRN inhibitor	PLK1 PBD inh	IL2 activator	PI5P4Ka inh
Cc1ccc(S(=O)(=O)Nc2ncccn2)cc1	-1.3	8%	-7%	-6%	3%	-15%	-0.3	-1
CC(C)Oc1nc(-c2ccccc2O)nc2ccccc12	-0.4	-24%	7%	-6%	-19%	0%	-0.1	.
COc1ccc(C(C)NC(=O)c2ccc(Br)cc2)cc1OC (centres undefined)	2.0	10%	-6%	1%	1%	-5%	-0.8	3
CN(CC(=O)NC1CC1)S(=O)(=O)c1ccc(Br)cc1	1.1	-4%	-2%	-9%	-9%	-1%	-0.9	1
CN(C(=O)COC(=O)c1cccnc1Nc1cccc(C(F)(F)F)c1)C1CCS(=O)(=O)C1 (centres undefined)	-1.5	-2%	-2%	-9%	4%	-4%	-0.3	11
CCOC(=O)c1sc2nc(C)nc(Nc3ccc(OC)c(OC)c3)c2c1C	-4.2	-3%	4%	-4%	-6%	-7%	0.6	1
C=CC[C@@H](Cc1ccc(F)cc1)C(=O)OC[C@@H]1CCCN1C(=O)[C@@H](CC=C)CC(=O)NCCO	-3.2	8%	3%	0%	6%	-2%	-0.2	2
CC(=O)N/N=C/c1cc(C(C)C)cc(/C=N/NC(C)=O)c1O	0.6	10%	25%	15%	2%	21µM*	2.9	-2
CCCS(=O)(=O)NC(=O)C1(C)CCN(C(=O)c2ccc(C(F)(F)F)cc2)C1 (centres undefined)	0.2	12%	9%	-4%	8%	-11%	-0.2	4
O=C(CSc1ncnc2ccccc12)NCCc1ccccc1	0.7	3%	0%	-18%	-5%[57.1 µM]	5%	-1.4	2
CCCn1c(=N)n(CC(=O)c2ccc(Cl)cc2)c2ccccc21	-5.1	2%	1%	-21%	11%	-12%	-3.1	-7
CCCCCCC(=O)N1CCCC(c2nc(-c3cccc(OC)c3)no2)C1 (centres undefined)	-1.1	4%	-3%	-13%	-4%	4%	4.2	20
Cc1cccc(C)c1NC(=O)C1(C)CN(S(C)(=O)=O)CC(=O)N1CCc1c[nH]c2ccccc12 (centres undefined)	.	2%	6%	-8%	-3%	-16%	0.4	-1
CC(NCc1ccc(S(N)(=O)=O)cc1)C(=O)NCc1ccccc1 (centres undefined)	-0.3	4%	-1%	18%	9%	4%	-1.2	-4
CCCOc1ccc(C(=O)CCNc2ccc(C)c(Cl)c2)cc1	-3.9	14%	10%	12%	-4%	-5%	-1.8	.
C/C(=C\c1ccccc1)C(=O)Nc1nc2ccc([N+](=O)[O-])cc2s1	-4.5	-7%	3%	-7%	0%	-6%	3.2	-9
COc1ccc(CNC(=O)C2CCN(S(=O)(=O)c3ccc4c(c3)CC(C)N4C(C)=O)CC2)cc1 (centres undefined)	2.2	-1%	10%	-6%	-7%	-5%	-4.0	2
Cn1nc2sc3ccccc3n2c(=O)c1=O	-1.0	14%	8%	14%	-3%	-8%	0.4	-5
CCc1ccc(NC(=O)CSc2nnc(CNC(=O)c3ccco3)o2)cc1	-1.2	6%	4%	-14%	-1%[57.1 µM]	-5%	-0.3	5
COC(=O)c1cc(NC(=O)C2COc3ccccc3O2)cc(C(=O)OC)c1 (centres undefined)	0.1	22%	16%	-21%	-15%	-7%	-0.7	.
CCCCCC(=O)N1C[C@@H](n2cc(COC(=O)c3ccccc3)nn2)[C@H](O)C[C@@H]1c1ccc(OC)cc1	-0.3	3%	-12%	-21%	-6%	-6%	-3.1	1
COC(=O)C[C@@H]1C[C@@H]2c3cc(NS(=O)(=O)c4ccccc4)ccc3O[C@@H]2[C@@H](CO)O1	2.0	5%	-1%	-2%	2%	-4%	-0.9	-2
Cc1cc(=O)oc2cc(OCC(=O)N3CCN(c4ccc(F)cc4)CC3)ccc12	-3.1	8%	-14%	-4%	-4%[11.6 µM]	2%	0.2	3
CCc1ccc(C(=O)Nc2ccc3nc(C)ccc3c2)cc1	1.2	2%	7%	-3%	1%	7%	-2.6	-7
Cc1ccc(SCC(=O)NC(=O)NCc2ccccc2)c(C)c1	1.6	-9%	0%	-5%	-7%	-9%	-1.2	4

Following part
SMILES	CCT chaperon mod	EPAC2 agonist	EPAC1 ag	EPAC1 antag	WRN inhibitor	PLK1 PBD inh	IL2 activator	PI5P4Ka inh
O=C(COc1cccc(C(F)(F)F)c1)Nc1cccnc1	0.5	1%	1%	12%	1%	-5%	-0.1	3
CCn1c(=O)c(C(=O)NNC(=O)c2ccccc2Cl)c(O)c2ccccc21	1.1	-5%	6%	-27%	-19%	-1%	-1.0	-8
COc1ccc(C(C)C)cc1-c1cc(C(=O)NCc2cc(C(F)(F)F)cc(C(F)(F)F)c2)[nH]n1	0.8	-9%	-21%	-20%	3%	1%	-0.5	8
CC(C)(C)OC(=O)C[C@@H]1C/C=C\C[C@@H](CC(=O)NCCO)C(=O)N[C@H](Cc2c[nH]c3ccccc23)COC1=O	1.3	10%	4%	7%	0%	-6%	0.8	0
CCN1C[C@@H]2[C@@H]3C(=O)N(Cc4ccccc4)C(=O)[C@@H]3[C@](Cc3ccccc3)(C1=O)N2C(=O)c1ccccc1	0.5	-1%	-9%	0%	-10%	-1%	-0.3	0
N#Cc1ccc(CSc2nnc3ccccn23)cc1	-0.1	8%	0%	6%	-3%	-6%	1.0	-3
CCOC(=O)c1nn(C23CC4CC(CC(C4)C2)C3)c2c1C(=O)N(c1ccc(C)cc1)C2=O	-0.3	22%	4%	-5%	-6%	-2%	-0.1	2
COC(=O)C1(c2ccccc2)NC(c2ccc(O)cc2)C2C(=O)N(c3ccc4c(c3)OCO4)C(=O)C21 (centres undefined)	-1.3	11%	10%	-4%	6%	-17%	2.0	4
Cc1ccc(CNC(=O)c2cccc3c2C(=O)c2ccc(N4CCOCC4)cc2S3(=O)=O)cc1	-2.6	-1%	-26%	-23%	-17%	-7%	2.1	3
CC(C)CCn1c(=O)c2ccccc2n2c(CN(C)Cc3ccccc3)nnc12	-1.4	3%	5%	-3%	-3%	-5%	-2.7	-7
CCOC(=O)C1=NOC(CNC(=O)c2ccccc2Cl)C1 (centres undefined)	-0.1	2%	3%	2%	4%	-2%	-1.8	-2
O=C(NC(=S)N1CCN(c2ccc([N+](=O)[O-])cc2)CC1)c1ccccc1Cl	3.5	7%	-8%	-10%	-14%	-11%	-3.1	-1
Cc1ccccc1Cn1ccc(=NCc2ccccc2)cc1	1.6	2%	0%	8%	6%	-6%	1.5	1
Cc1ccn2cc(CNC(=O)c3cccs3)nc2c1	0.2	9%	-15%	?	4%	-4%	1.0	-13
Cc1ccc2c(c1)c1c3n2CCN(CC(N)=O)C3CCC1 (centres undefined)	-0.2	4%	7%	-6%	-16%	-9%	1.0	2
O=C(C1=C(O)C(=O)N(CCN2CCOCC2)C1c1cccc(Br)c1)c1cccs1 (centres undefined)	0.7	2%	2%	-13%	14%	-15%	1.7	1
COCCOC(=O)c1[nH]c2c(c1C)C(=O)C(C(=O)OC)C(C)C2 (centres undefined)	-1.3	14%	-4%	1%	-1%	-11%	-1.1	1
COc1cc(O)c(C(C)=O)c2c1C=CC(C)(C)O2	2.5	2%	-15%	-2%	1%	5%	-0.2	3
CCN(CC)CCCNc1oc(/C=C/c2ccccc2)nc1C#N	1.1	3%	6%	-8%	-6%	6%	1.0	6
CCOC(=O)C(C)(C)C(=O)C(C)(C)C(O)c1ccccn1 (centres undefined)	-4.2	-5%	-12%	8%	-1%	0%	0.4	.
O=C(CSc1nc2ccccc2n1Cc1ccc(Cl)cc1)N/N=C/c1ccc(C(=O)O)cc1	0.0	3%	5%	-4%	10%	-19%	0.8	0
O=c1oc2ccccc2c2c1ccc1ccccc12	-1.8	-1%	-8%	-14%	-5%	-12%	-0.5	-7
CCC1CCCCN1CCCNC(=O)CN1C(=O)CSc2ccc(S(=O)(=O)N3CCOCC3)cc21 (centres undefined)	0.1	-1%	8%	0%	8%	-12%	-1.4	-5
CCCN1Cc2cccc(C(=O)NC(C)c3cccs3)c2C1=O (centres undefined)	0.4	-3%	5%	-3%	-7%	-8%	5.6	-1
O=C(CCc1nc(-c2ccccc2)no1)NC1CCCCC1	0.9	-4%	4%	17%	1%	-18%	-1.0	.

Looked up by structure from above, three records:
SMILES	CCT chaperon mod	EPAC2 agonist	EPAC1 ag	EPAC1 antag	WRN inhibitor	PLK1 PBD inh	IL2 activator	PI5P4Ka inh
CCn1c(=O)c(C(=O)NNC(=O)c2ccccc2Cl)c(O)c2ccccc21	1.1	-5%	6%	-27%	-19%	-1%	-1.0	-8
CC(C)(C)OC(=O)C[C@@H]1C/C=C\C[C@@H](CC(=O)NCCO)C(=O)N[C@H](Cc2c[nH]c3ccccc23)COC1=O	1.3	10%	4%	7%	0%	-6%	0.8	0
CCN(CC)CCCNc1oc(/C=C/c2ccccc2)nc1C#N	1.1	3%	6%	-8%	-6%	6%	1.0	6

Next section
SMILES	CCT chaperon mod	EPAC2 agonist	EPAC1 ag	EPAC1 antag	WRN inhibitor	PLK1 PBD inh	IL2 activator	PI5P4Ka inh
O=C(O)Cc1ccc(NCc2ccccc2Cl)cc1	0.5	-8%	4%	-21%	-7%	-2%	0.1	-7
Cc1ccc(CNC(=O)c2ccc(CS(=O)Cc3cccc(Cl)c3)o2)cc1 (centres undefined)	0.8	7%	1%	-26%	-4%	-18%	-3.3	1
COc1ccc(-c2nc(N)sc2C2(O)C(=O)Nc3c(Br)cc(F)cc32)cc1OC (centres undefined)	-1.5	2%	-1%	5%	2%	3%	0.9	0
O=C(/C=C/c1ccccc1)OCc1cncs1	-0.7	4%	-9%	-3%	2%	8%	-2.4	0
COc1ccc(S(=O)(=O)NCc2ccccc2Cl)cc1OC	-0.6	0%[15.6 µM]	-19%	9%	7%	2%	-0.2	-7
O=C1NC2=C(C(=O)CCC2)C(c2cccc([N+](=O)[O-])c2)N1 (centres undefined)	-1.8	17%	4%	-4%	3%	-7%	2.5	-17
N#CCSc1ccc(S(=O)(=O)N2CCOCC2)cn1	0.0	7%	3%	5%	1%	-1%	-0.9	-22
O=C(O)c1cc(Cl)c(Cl)cc1C(=O)Nc1cccc2cccnc12	1.0	-3%	-1%	-6%	-15%	-1%	-0.3	1
Cc1ccc(C)c(N2CCN(C(=O)CCc3nc(-c4ccccc4C(F)(F)F)no3)CC2)c1	-0.9	10%	-2%	-1%	-12%	-11%	-0.5	22

Exported with values under each structure: entries from further up
Below each SMILES: CCT chaperon mod	EPAC2 agonist	EPAC1 ag	EPAC1 antag	WRN inhibitor	PLK1 PBD inh	IL2 activator	PI5P4Ka inh
N#CCSc1ccc(S(=O)(=O)N2CCOCC2)cn1
 : 0.0	7%	3%	5%	1%	-1%	-0.9	-22
O=C(O)c1cc(Cl)c(Cl)cc1C(=O)Nc1cccc2cccnc12
 : 1.0	-3%	-1%	-6%	-15%	-1%	-0.3	1

An excerpt; the hit share may differ from the screen's.
